LGR2 antag: Drosophila LGR2 receptor signaling inhibition; hit rate 0.35% among 380,000; HEK293 LGR2, CRE-luciferase, bursicon-stimulated, 4 h; inhibition, % at 9.99 µM;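 active means drop in luminescence signal, shown as inhibition above about 50% in the replicate tests, limit read from the data, passing the limit was not always enough; inconclusive means probably only some replicates passing the limit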;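 further: agonist challenge used bursicon conditioned medium at about half maximal strength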
miR122 inh: miR-122 inhibition in Huh7 cells | hit rate 0.3% among 340,000 | AID 602342 | Huh7 miR-122 Renilla luciferase sensor, 48 h; neutral wells = 0, positive control = 100 | activation (reporter increase), % at 12.5 µM;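 active means mean replicate activation score at least 90 and every replicate individually at or above 90; inconclusive means only one of the two criteria met; inactive means neither criterion met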;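 further: higher luciferase means less miR-122 activity so hits act as miR-122 inhibitors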
Cneo AK release: Cryptococcus neoformans lysis via adenylate kinase release; C. neoformans lysis, adenylate kinase release luminescence, 4 h; normalised: neutral wells 0, clomiphene wells 100; lysis activity, % at 15 µM; hit rate 0.2% among 360,000;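 active means mean lysis activity across replicates of at least 80%, whatever share of replicates individually reach that level; inactive means mean lysis activity below 80%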
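Material – log-phase Cryptococcus neoformans yeast cells · Input – 5 × 10^6 yeast cells/mL · Medium – fresh YPD growth medium · Doses – single compound concentration per well · Timing – static 4 h at 37 °C with compound, 1 h detection · Detection – adenylate kinase release luminescence · Read-out – signal increase indicating cell lysis · Control set – Clomiphene as positive lysis control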
EWS-Fli block: blocks EWS/Fli oncoprotein-driven transcription; A673 NR0B1-luciferase reporter, viability-normalised; AID 651661; hit rate 0.67% among 350,000; inhibition, % at 12.6 µM;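 active means mean inhibition of at least 50% after viability correction, with every replicate also passing that limit; inconclusive means mean reaches 50% but only one of two replicates passes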;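 further: firefly luciferase signal divided by Alamar Blue viability fluorescence both relative to DMSO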
PAX8 inh HTS: lowers PAX8-driven luciferase in RMG-I cells | RMG-I TPO-luciferase reporter, SteadyGlo, 24 h | inhibition, % at 12.6 µM | hit rate 1.2% among 360,000;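 active means mean replicate inhibition at least 60% with every replicate also reaching 60%; inconclusive means only one of the two criteria is met; inactive means mean below 60% and not all replicates reaching 60%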;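 further: luciferase light reporting Pax8 driven TPO promoter activity; plate controls were median of neutral control wells for no effect and mitoxantrone controls for full effect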
PGC1a acetyl inh: PGC1a acetylation modulation, inhibitor mode | hit rate 0.17% among 350,000 | U2OS PGC1a acetylation, AlphaScreen anti-acetyl-lysine; with virally co-expressed GCN5 acetyltransferase | inhibition, % at 15.6 µM;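 active means every replicate shows inhibition of at least 40%; inconclusive means mean inhibition at least 40% but some replicate below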;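 further: 0% = neutral control wells and 100% = positive control wells; some results beyond the cut were filed as inactive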
Casp6 inh: blocks human caspase-6 cleavage activity. inhibition, % at 12.5 µM. P55212. purified caspase-6, Z-VEID-R110 cleavage fluorescence. AID 686996. hit rate 0.53% among 350,000;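 active means mean inhibition across replicates at least about 35%, with every replicate also reaching that limit, limit read from the data; inconclusive means only one of the two criteria met; inactive means neither criterion met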;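 further: 0% = median of neutral control wells and 100% = no fluorescence left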
Target sequence (P55212 24-179 limits assumed): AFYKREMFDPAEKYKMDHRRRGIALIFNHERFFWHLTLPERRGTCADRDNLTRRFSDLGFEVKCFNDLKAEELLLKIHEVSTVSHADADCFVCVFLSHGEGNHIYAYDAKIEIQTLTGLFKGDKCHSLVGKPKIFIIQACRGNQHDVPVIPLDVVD
Target sequence (P55212 194-293 limits assumed): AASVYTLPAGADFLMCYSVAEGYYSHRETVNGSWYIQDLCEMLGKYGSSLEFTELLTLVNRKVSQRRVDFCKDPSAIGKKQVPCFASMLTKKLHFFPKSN
FN deposition inh: fibronectin deposition inhibition; AH1F fibroblasts, Alexa488-fibronectin deposition fluorescence, overnight; hit rate 0.086% among 350,000; inhibition, % at 12.6 µM; AID 743247;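 active means mean inhibition across replicates of 30% or more, regardless of how many single replicates reach that level; inconclusive means mean under 30% yet at least half of replicates reach 30%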;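 further: positive control wells lacked labelled fibronectin entirely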
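Material: AH1F fibroblast monolayer depositing Alexa488-labelled fibronectin into matrix | Input: 10000 AH1F cells/well | Medium: DMEM plus 2% serum, read in PBS | Reagent: Alexa488-fibronectin, 24 nM final in well | Compound dosing: One dose per compound, pinned | Schedule: 1 h adhesion, overnight exposure | Measured by: Fluorescence at 485 nm excitation, 525 nm emission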
* marks the source's active call; other numbers are inactive results; ? = inconclusive; . = not tested or not shown; & = joins results of further samples; [ ] = another dose, or the depositor's remark. Hits appear at their usual frequency, and some 2.5% of all compounds hit somewhere here.

Compound	miR122 inh	Casp6 inh	FN deposition inh	PAX8 inh HTS	EWS-Fli block	Cneo AK release	PGC1a acetyl inh	LGR2 antag
C[C@H](CO)N1C[C@H](C)[C@H](CN(C)C(=O)Cc2cccnc2)Oc2ncc(-c3cccnc3)cc2C1=O	-4[16.7 µM]	-2	0	.	-13	1	0	-8
C[C@@H]1CN([C@@H](C)CO)S(=O)(=O)c2ccc(C3=CCCCC3)cc2O[C@@H]1CN(C)S(C)(=O)=O	26[16.7 µM]	3	-14	.	-13	-1	-37	12
CCC1NC(=O)c2cccnc2-n2c1nc1ccc(C)cc1c2=O (stereo unspecified)	-2	-3	-1	2	-3	-2	.	-1
Cc1oc(-c2cccc(Cl)c2)[n+]([O-])c1C	-8	.	-5	-5	.	1	-3	.
O=C1NCCc2cc3c(cc21)OCO3	-1	.	2	16	.	1	-4	.
COc1ccc(CN(C)C[C@@H]2Oc3ccc(NC(=O)c4ccncc4)cc3CC(=O)N([C@H](C)CO)C[C@@H]2C)cc1	9[16.7 µM]	-4	3	-23	.	1	-2	-13
COc1ccc(-c2nc3c4c(ncn3n2)-c2ccccc2CC42CCCC2)cc1	-14	2	8	-5	0	-2	.	-20
C[C@H](CO)N1C[C@H](C)[C@H](CN(C)C(=O)Nc2ccc(F)cc2)Oc2c(NC(=O)c3ccc(-c4nccs4)cc3)cccc2C1=O	8	.	10&15	-3	-6	7	.	5&5
CC(C)NC(=O)N(C)C[C@@H]1Oc2c(NC(=O)c3ccc(-c4nccs4)cc3)cccc2C(=O)N([C@@H](C)CO)C[C@@H]1C	4[16.7 µM]	0	.	.	-3	-1	-6	-6
CCOC(=O)C1(CCc2ccccc2)CCN(C(=O)c2cccc(C)n2)CC1	.	0	5	-17	-30	.	.	-4
COc1cc(C(=O)NNC(=O)/C=C/c2ccco2)cc(OC)c1OC	-6	34	-2	-10	2	-1	-7	11
Cc1cc(S(=O)(=O)Nc2ccc(C(=O)NCCCN3CCCC3=O)cc2)ccc1F	.	-3	-2	.	2	.	.	-13
CSc1nc(C)[nH]c(=O)c1C#N	.	0	-8	-2	4	.	6	-6
O=C1CN(C(=O)CSc2nnc(Nc3ccccc3)s2)c2ccccc2N1	-8	.	1	-26	.	-2	-4	-18
CCCOc1ccc(/C=C/C(=O)NC2CCCCC2)cc1	-6	-4	2	-41	-26	-4	0	-21
CCCCn1c(N)c(N(CCC(C)C)C(=O)C2=NN(c3cc(C)ccc3C)C(=O)CC2)c(=O)[nH]c1=O	-4	1	-6	-7	-2	1	-1	-4
NC(=S)NN=Cc1c[nH]c2nccnc12	.	-6	2	18	-1	.	.	19
COC(=O)C(NNc1ccccc1)(NC(=O)c1ccccc1F)C(F)(F)F (stereo unspecified)	.	.	-2	8	.	1	8	.
Cc1ccc(C)n1CCN1CCN(C(=O)c2ccco2)CC1	0	.	.	.	.	-1	-2	-16
Cc1cc(OCC(=O)NCCc2c[nH]c3ccccc23)c2c(C)c(C)c(=O)oc2c1	-2	2	.	.	28	-1	-7	5
C/C=C/c1ccc2c(c1)O[C@@H](CN(C)C(=O)c1ccc3c(c1)OCO3)[C@H](C)CN([C@H](C)CO)S2(=O)=O	26[16.7 µM]	-5	4	.	7	-1	17	6
CN(C)/C=N/c1nc2nccc(-c3cccc(Cl)c3)n2n1	.	2	4	-1	5	.	.	-4
Cc1cc(NCc2ccccn2)n2nc(C)c(-c3ccc(Cl)cc3)c2n1	-19	2	3	25	23	-2	-4	1
CC(C)CSc1n[nH]c(N)n1	.	-3	-4	7	2	.	.	7
Cc1ccc([N+](=O)[O-])cc1S(=O)(=O)Nc1ccc(OCC(=O)N2CCOCC2)cc1	.	12	.	16	.	-1	-10	4
Cc1ccc(Nc2nc(N)nc(CN3CCc4ccccc4C3)n2)cc1	8	.	-12	5	.	1	-1	.
C[C@H](CO)N1C[C@H](C)[C@@H](CN(C)C(=O)Nc2cccc3ccccc23)Oc2ccc(NS(=O)(=O)c3ccc(F)cc3)cc2CC1=O	-5[16.7 µM]	-1	5	21	3	-3	1	-16
O=Cc1cc2ccccc2nc1SCCCF	7	1	4	-2	11	.	-8	-16
CC1(C(=O)NCc2ccccc2)CN(S(C)(=O)=O)CC(=O)N1Cc1cccc(C(F)(F)F)c1 (stereo unspecified)	.	0	3	-6	-6	.	.	-2
O=C(COc1ccccc1-c1ccccc1)NCc1ccco1	2	11	-1	19	-11	.	-1	-57
O=C1C[C@@H](c2ccccc2)Oc2cc(O)cc(O)c21	.	3	-10	-64	-34	1	.	-28
Cn1c(CCCNC(=O)c2ccccc2)nc2ccccc21	7	.	0	.	.	0	-1	.
COc1ccc(-c2cc(CCCC(=O)NCCc3cc(OC)ccc3OC)no2)cc1	-4	.	.	.	.	3	-19	6
Cc1nc(NC(=O)/C=C/c2ccccc2)sc1C(=O)N1CCCCC1	.	6	.	5	-3	.	.	7
Cc1ccc(C2=CSC3=NCCN23)cc1	-4	1	1	-12	-1	0	-13	8
O=C(NCc1cccnc1)c1cc(C2CCCN(S(=O)(=O)c3cccc4cccnc34)C2)on1 (stereo unspecified)	9	-3	-1	-10	6	3	6	11
CO[C@H]1CN(C)C(=O)c2cc(NC(C)=O)ccc2OC[C@@H](C)N(C(=O)C2CCC2)C[C@H]1C	-2[16.7 µM]	3	6	7	-10	2	.	-4
CS(=O)(=O)Nc1ccc(C(=O)Nc2ccc(S(=O)(=O)N3CCCCC3)cc2)cc1	-5	1	.	22	.	0	-3	-6
CCCC1=C(C(=O)OCC)C(c2ccc(NC(C)=O)cc2)NC(=O)N1 (stereo unspecified)	9	.	-7	.	.	-2	-1	.
COc1cccc(-c2cnc3c(c2)C(=O)N([C@H](C)CO)C[C@@H](C)[C@@H](CN(C)Cc2ccc(C(=O)O)cc2)O3)c1	-3[16.7 µM]	-4	-3	-3	-6	-3	11	-1
NS(=O)(=O)c1ccc(NC(=S)NC(=O)c2cccs2)cc1	10	-1	-8	-28	4	-1	4	11
COc1ccc(-c2nnc(SCC(=O)N3CCC(Cc4ccccc4)CC3)o2)cc1OC	-8	.	.	-5	.	-2	6	.
Cc1ccc(Nc2cc(C)nc(NCc3ccccc3)n2)cc1	.	-2	10	19	-7	.	.	.
CC1CC(C)CN(C(=O)COC(=O)/C=C/c2cccc([N+](=O)[O-])c2)C1 (stereo unspecified)	-1	3	-1	-1	2	5	-6	6
NC(=O)[C@@H]1CCCN1C(=O)c1cc(COc2ccc(F)cc2F)on1	-6	2	-7	-23	.	3	7	13
O=S(=O)(c1ccc(Cl)cc1)n1c(Cc2ccccc2)nc2ccccc21	3	-1	6	-18	-10	-1	11	5
CCOc1ccc(C(=O)NC2=NCCS2)cc1	.	0	-3	-107	-108	.	.	.
COc1ccc(C(c2c(NC(=O)c3ccccc3)sc(C)c2C)N2CCN(CCO)CC2)cc1 (stereo unspecified)	.	-1	3	-16	8	.	.	.
C[C@@H]1CN([C@@H](C)CO)C(=O)c2cc(NS(C)(=O)=O)ccc2O[C@@H](C)CCCCO[C@H]1CN(C)C(=O)c1ccncc1	5[16.7 µM]	3	.	.	-6	-5	-5	-12
Cc1sc2nc(SCC(=O)N(C)c3ccccc3)n(C)c(=O)c2c1C	.	3	4	-25	.	-2	.	0
C[C@@H]1CN([C@@H](C)CO)C(=O)c2cc(C#CC(C)(C)O)cnc2O[C@H]1CN(C)C(=O)c1ccccc1F	0[16.7 µM]	-2	-3	.	-3	-2	14	-21
C=CCNS(=O)(=O)NC(=O)C1=C(N2CCCC2)COC1=O	-8	0	-2	-3	-9	-2	11	1
NC(c1csc(NC(=O)Nc2ccccc2Oc2ccccc2)n1)c1ccccc1Cl (stereo unspecified)	-2	-2	8	2	28	0	-10	-5
Cc1ccc(/C=N/NC(=O)Cn2nc(C)c(Br)c2C)o1	-2	-2	15	.	.	-1	.	2
O=C(Nc1cccc(Cl)c1)Nc1ccc2c(c1)OCO2	12	.	-5	-242	.	-12	?	.
CCc1csc(N2[C@@H](C#N)[C@@H](c3ccccc3-c3ccc(F)cc3)[C@@H]2CO)n1	.	-5	0	.	-3	.	-7	29

Continued.
Compound	miR122 inh	Casp6 inh	FN deposition inh	PAX8 inh HTS	EWS-Fli block	Cneo AK release	PGC1a acetyl inh	LGR2 antag
CCCNC(=O)Nc1ccc2c(c1)C(=O)N(C)C[C@H](OC)[C@H](C)CN(CCC)[C@@H](C)CO2	.	0	0	4	0	-3	1	-16
CCN(CCNC(=O)C1CCN(Cc2nc(-c3ccc(Cl)cc3)oc2C)CC1)c1ccccc1	-12	.	1	16	.	4	2	.
CNC[C@@H]1Oc2ccc(NC(=O)NC(C)C)cc2C(=O)N([C@@H](C)CO)C[C@H]1C	0[16.7 µM]	-2	.	6	-3	4	18	0
CN(C)C(=O)C[C@@H]1CC[C@@H]2[C@H](COc3ccc(NC(=O)c4ccc(F)c(F)c4)cc3C(=O)N2C)O1	12[16.7 µM]	0	3	-18	-6	1	0	2
C=CCNC(=S)NNC(=O)COc1ccc(Br)cc1	.	1	-3	2	-3	.	.	1
CCOC(=O)N1CCN(CC(=O)Nc2ccc(F)cc2F)CC1	-4	2	-3	33	17	4	16	-16
CC(=O)N(C)c1ccc(NC(=O)c2ccc([N+](=O)[O-])cc2Cl)cc1	0	.	2	-20	.	-3	0	-23
CC(=O)Nc1cccc(C(=O)OC(C)C(=O)NC2CCCc3ccccc32)c1 (stereo unspecified)	.	-1	-4	13	7	3	.	14
CCNC(=O)[C@@H]1[C@@H](CO)[C@@H]2Cn3c(ccc(-c4ccncc4)c3=O)[C@H]1N2Cc1ccccc1	2[16.7 µM]	0	.	4	-3	-1	-2	7
Cc1ccc(/C=N/n2c(-c3ccccc3)n[nH]c2=S)cc1	1	3	3	17	18	5	-5	-11
CO[C@H]1CN(C)C(=O)c2cc(NC(=O)C3CCC3)ccc2OC[C@H](C)N(Cc2ccncc2)C[C@H]1C	-20[16.7 µM]	2	0	.	-5	-3	1	-16
CC(CN1CCCC1)OC(=O)c1ccc(F)cc1 (stereo unspecified)	2	0	-7	36	9	2	.	4
COC(=O)CC1=C(C(=O)OC)C(c2ccc3c(c2Cl)OCO3)C(C#N)=C(N)O1 (stereo unspecified)	1	.	-14	.	.	3	0	4
OCCN1CCSC1=S	2	0	2	.	-10	0	-3	4
COc1ccc2c3c([nH]c2c1)[C@@H](CO)N(C(=O)C1CCC1)CC31CN(C(=O)c2ccccn2)C1	.	3	.	4	5	.	-5	1
CC1(C)CC(=O)C(CC(=O)NC(=O)NCc2ccccc2)=C(O)C1	-5	.	4	-11	.	1	0	.
CCCC#Cc1ccc([C@@H]2[C@H](C#N)N(C(=O)C3CC3)[C@H]2CO)cc1	.	-1	-1	12	6	1	-9	6

Screening results: PubChem, Broad Institute
